Screening results: PubChem, several laboratories
MC4R antag cAMP – antagonists of human melanocortin 4 receptor (MC4R) | P32245 | 360,000 tested, 0.48% active | inhibition, % at 6.5 µM | AID 540295 | MC4R-expressing cells, MTII-stimulated cAMP, LANCE TR-FRET;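 active means inhibition above its plate's cutoff, the mean of tested wells on that plate plus 3 SD, cut at about 29% in these data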;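 further: 0% = Melanotan II alone and 100% = Melanotan II plus saturating MCL0020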
Target sequence (P32245 whole entry, looked up): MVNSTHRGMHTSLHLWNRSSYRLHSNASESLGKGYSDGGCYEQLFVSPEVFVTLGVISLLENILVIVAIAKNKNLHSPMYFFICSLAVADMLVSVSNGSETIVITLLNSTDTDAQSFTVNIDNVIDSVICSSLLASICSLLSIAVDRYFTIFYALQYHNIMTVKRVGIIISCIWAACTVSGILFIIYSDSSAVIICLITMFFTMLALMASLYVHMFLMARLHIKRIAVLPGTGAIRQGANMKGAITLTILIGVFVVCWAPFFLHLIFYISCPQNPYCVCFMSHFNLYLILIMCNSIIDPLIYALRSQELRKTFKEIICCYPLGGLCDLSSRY
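System: U2OS-MC4R stable cell line; Technique: Eu-cAMP/anti-cAMP TR-FRET, emission 671 nm; Repeats: single well per compound; Also added: Melanotan II; Dosing: one concentration, 6.5 µM nominal; Schedule: 30-min compound, 1-h challenge, 1-h detection, room temperature.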
HTR2A ag – activates the mouse 5-HT2A serotonin receptor; P35363; 360,000 tested, 0.66% active; CHO-K1 mHTR2A beta-arrestin complementation, luminescence; percent of 30 µM serotonin response; activation, % at 7.6 µM; AID 624169;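 active means activation above a run cutoff, the mean activation of all tested compounds plus 3 SD, cut at about 14% in these data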;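 further: 0% = plate median of compound wells and 100% = 30 µM serotonin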
Target sequence (P35363 whole entry, looked up): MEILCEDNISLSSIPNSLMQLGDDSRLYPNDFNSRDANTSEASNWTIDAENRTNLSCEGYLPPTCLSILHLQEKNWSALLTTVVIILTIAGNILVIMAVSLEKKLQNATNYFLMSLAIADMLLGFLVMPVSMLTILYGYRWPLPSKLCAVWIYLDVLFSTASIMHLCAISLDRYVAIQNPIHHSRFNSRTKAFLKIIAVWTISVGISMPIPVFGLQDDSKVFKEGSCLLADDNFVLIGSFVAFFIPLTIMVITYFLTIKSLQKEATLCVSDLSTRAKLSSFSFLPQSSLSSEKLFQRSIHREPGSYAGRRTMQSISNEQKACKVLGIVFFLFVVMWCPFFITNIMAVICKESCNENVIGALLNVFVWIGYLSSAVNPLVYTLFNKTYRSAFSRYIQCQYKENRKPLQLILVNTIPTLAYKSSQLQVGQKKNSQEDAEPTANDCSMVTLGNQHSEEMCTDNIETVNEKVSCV
Granule exo inh – blocks lytic granule exocytosis. AID 651702. inhibition, % at 10 µM. TALL-104 LAMP-1 surface exposure, flow cytometry; cells stimulated with thapsigargin and PMA. 360,000 tested, 0.66% active;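 active means inhibition above about 55%, limit read from the data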
ABCB6 inh 2 – inhibitors of human ABC transporter ABCB6; Q9NP58; K562-ABCB6 porphyrin accumulation, flow cytometry, 1 h; active compounds read low; fluorescence ratio to DMSO, % at 10 µM; 360,000 tested, 0.19% active; AID 602162;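 active means fluorescence ratio to DMSO below 75%, the collection mean minus 3 SD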;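 further: signal is porphyrin accumulated inside mitochondria; 100% equals median channel fluorescence of DMSO control wells; lower ratio means ABCB6 inhibition with less porphyrin fluorescence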
ABHD5 PLIN5 PPI – inhibitors of human ABHD5-perilipin-5 interaction; inhibition, % at 4 µM; Split G. princeps luciferase complementation, luminescence, 4 h; 360,000 tested, 0.78% active;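 active means inhibition above the mean inhibition across every tested compound plus 3 SD, cut at about 22% in these data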;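 further: 0% = DMSO only wells and the 100% control is not disclosed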
aDG glyco up – alpha-DG glycosylation activation; Pro5-aDG cells, alpha-DG glycosylation AlphaScreen (IIH6); 0% Pro5, 100% B10-LARGE cell signal; activation, % at 10 µM; 360,000 tested, 0.22% active; AID 624168;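 active means activation of at least 8% versus controls, or a plate z-score of at least 8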;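 further: Pro5 are CHO cells carrying HIG-tagged alpha-DG that lacks glycosylation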
Cardio protect – myocardial damage modulation in H9c2 cells. H9c2 cardiomyocytes, H2O2 injury protection, ATPLite, 2 h. protection from H2O2 cell death, % at 20 µM. 360,000 tested, 0.63% active. AID 588492;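 active means compounds giving at least 50% protection of heart cells from peroxide-induced death in the single-dose screen, raw or plate-pattern-corrected value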;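 further: 0% = DMSO wells with peroxide and 100% = DMSO wells without peroxide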
N-glyco inh – N-linked glycosylation inhibition. 360,000 tested, 0.23% active. D54 ERlucT glycosylation luciferase reporter, 24 h; percent of 100 nM tunicamycin response. reporter increase, % at 12.5 µM;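 active means mean luciferase reporter signal, scaled so untreated is 0 and the glycosylation-blocking control 100, at or above a set limit in every replicate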;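 further: luciferase carries N-glycosylation sites so blocking glycosylation raises the light; 0% = median of neutral control wells and 100% = median of 100 nM tunicamycin wells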
MC4R barr agon – human MC4R agonism via beta-arrestin; AID 540308; P32245; U2OS MC4R beta-arrestin complementation, luminescence; percent of melanotan II response, DMSO zero; activation, % at 8.9 µM; 360,000 tested, 0.98% active;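 active means activation above a per-plate cutoff, the mean activation of sample wells on that plate plus 3 SD, cut at about 8% in these data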
hiPSC survival – enhancers of human iPSC single-cell survival; survival enhancement, % at 20 µM; hiPSC single-cell survival, ATPlite luminescence; 100% = ROCK inhibitor wells, 0% = DMSO; 360,000 tested, 0.044% active; in the data active means survival enhancement above about 18%;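 further: cells exposed to compounds for 16 hours before the ATP read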
An asterisk follows results filed as active; nt = not tested or not shown.

SMILES	MC4R antag cAMP	HTR2A ag	Granule exo inh	ABCB6 inh 2	ABHD5 PLIN5 PPI	aDG glyco up	Cardio protect	N-glyco inh	MC4R barr agon	hiPSC survival
COc1ccc(-c2cc(C(=O)OCC(=O)N(C)C3CCS(=O)(=O)C3)c3ccccc3n2)cc1OC (stereo not drawn)	-9	2	1	92	4	-0.4	43	-3	-2.7	-0.7
COc1ccccc1NC(=O)c1ccccc1C(=O)N(C)Cc1ccccc1	8	6	0	96	-1	0.0	17	1	-0.1	2.4
O=C(Nc1nncs1)C1CC(=O)N(C2CCCC2)C1 (stereo not drawn)	-5	3	-2	97	-2	-0.2	7	2	-3.0	1.0
COC(C(=O)NCc1ccc(C)cc1)c1ccccc1 (stereo not drawn)	2	-1	9	103	4	-0.1	11	0	0.2	-0.6
CC(=O)NCCCNS(=O)(=O)c1ccc(C)cc1	0	1	1	100	4	-0.3	-2	2	-3.3	1.0
Cc1cc(C(=O)OCC(=O)c2ccc(Br)s2)no1	37*	-5	-1	86	4	-0.2	7	2	-1.1	0.9
COC(=O)c1cccc(NC(=O)c2onc3c2CCCC3)c1	8	3	-4	100	-1	-0.2	-3	-10	-0.2	0.1
O=C(N/C(=C\c1cccs1)C(=O)N1CCCCCC1)c1ccccc1	0	-2	7	104	-8	-0.2	1	0	-1.7	-0.8
COc1ccc(CC(NC(C)=O)C(=O)NC2CCN(c3nc(C)cc(C)c3C#N)CC2)c(OC)c1 (stereo not drawn)	1	-1	-1	96	0	-0.2	6	-1	-0.9	0.5
O=C(Nc1ccc(N2CCOCC2)cc1)c1ccc([N+](=O)[O-])cc1	1	4	1	98	-3	-0.2	-2	-1	0.5	2.7
OC[C@@H]1CN(C2CCCC2)C[C@H](n2cnc3c(NC4CC4)ncnc32)O1	4	8	-2	99	-7	0.0	-1	0	1.4	-0.5
CN1C(=O)C(C)(C)c2cc(S(=O)(=O)NCC3CCC(C(=O)NCc4ccccc4)CC3)ccc21 (stereo not drawn)	21	0	2	96	1	0.1	0	-1	0.3	-4.4
O=C(Cc1n[nH]c(=O)c2ccccc12)Nc1cccc(S(=O)(=O)N2CCCCCC2)c1	8	-5	-2	90	7	-0.1	39	-2	-1.8	-0.7
C=CCn1c(/N=C/c2ccc(OC)cc2)nc2ccccc21	1	-3	0	99	4	-0.1	2	1	0.1	-0.5
CC(C)C[C@H]1CN=C(N(C)C)N1CCc1cccc(F)c1	5	1	-6	99	-2	-0.3	-14	3	-1.5	-1.5
Cn1cccc1CNCc1ccc(F)cc1	8	3	9	102	-2	0.1	-3	-1	-0.8	1.3
O=C(O)CCCNc1ccc(S(=O)(=O)N2CCCCC2)cc1	3	3	1	96	-6	-0.2	10	2	0.8	1.1
CN(c1ccc(C(=O)Nc2ccccc2C(=O)N2CCCC2)cc1)S(C)(=O)=O	-2	-1	-1	96	-3	-0.6	7	3	-1.2	3.3
COc1ccc(OC)c(C2=NOC(C(=O)NCc3cccs3)C2)c1 (stereo not drawn)	-14	-2	12	94	3	-0.4	10	-1	-2.1	2.3
Cc1cc(C)n(C(=O)CCCCCCCCC(=O)n2nc(C)cc2C)n1	0	0	-2	93	2	-0.1	-6	4	-1.6	0.0
COc1ccc(C(=O)NNC(=S)NC(=O)c2ccccc2[N+](=O)[O-])cc1	16	2	-2	103	3	-0.2	11	2	0.6	0.1
COc1cc(OC)c(C2Nc3ccccc3NC3=C2C(=O)CC(C)(C)C3)cc1OC (stereo not drawn)	-3	0	-5	100	6	-0.1	1	1	-0.9	-0.4
N#Cc1ccccc1S(=O)(=O)Nc1ccc2c(c1)C(=O)OC2	8	-2	-2	94	4	-0.1	1	2	-0.5	-0.4
Cc1ccc(NC(=O)CN2C(=O)N/C(=C/c3ccc(C)s3)C2=O)cc1	3	-1	-2	108	-1	-0.4	7	1	-1.8	-0.5
c1ccc(C(c2ccccc2)c2nc(-c3cccnc3)no2)cc1	-5	-3	-3	98	1	0.0	-4	-3	2.2	0.6
Cc1cccc(OCCCn2c(=O)oc3ccccc32)c1	3	-8	-3	99	3	-0.2	4	-1	-0.1	-0.3
C=CCOc1cccc(C2/C(=C(\O)c3ccc4c(c3)OCCO4)C(=O)C(=O)N2CCN2CCOCC2)c1 (stereo not drawn)	15	5	1	96	-1	-0.3	-3	3	-3.4	0.5
Nc1ccn(C2OC(COP(=O)(O)O)C(O)C2O)c(=O)n1 (stereo not drawn)	2	-4	-4	97	7	-0.1	-1	-3	-1.6	0.8
O=C(CO/N=C/c1ccc(Cl)cc1Cl)NNC(=O)c1ccc(Cl)cc1Cl	3	0	-15	94	1	0.0	2	-1	0.1	-0.4
CCC1CCCCN1C(=O)COc1ccccc1NC(C)=O (stereo not drawn)	-9	5	3	97	1	-0.1	-7	1	-1.8	0.7
O=C1CC(c2ccc(O)cc2)Oc2cc(O)cc(O)c21 (stereo not drawn)	17	-5	-2	98	-6	-0.2	10	3	-0.3	-0.6
CN1CCN(C(=O)C2CCC(=O)N(CCc3cccc(F)c3)C2)CC1 (stereo not drawn)	-3	4	8	97	-3	0.4	4	1	-3.8	-0.5
O=c1c2ccccc2nc2n1CCC2	-4	0	-1	92	4	-0.3	2	1	0.8	-3.0
Cc1cc(NC(=O)c2cccc(S(=O)(=O)N(C)C)c2)n(-c2ccccn2)n1	9	0	-1	98	5	3.6	30	5	0.2	-0.7
Cc1ccc(C2(CCNC(C)c3cccs3)CCOC(C(C)C)C2)cc1 (stereo not drawn)	24	4	1	95	10	0.1	-6	-4	0.8	0.5
Cc1cc(OC(=O)C2CC2)c([N+](=O)[O-])c(=O)[nH]1	-2	-3	0	98	0	0.1	4	-1	1.2	1.9
C/C=C\C(=O)Nc1cccc(C2=NOC3(C2)C[C@@H](C(N)=O)N(C(=O)c2ccccc2)C3)c1 (stereo partly drawn)	-4	-2	-1	91	2	0.0	3	5	-1.6	-1.6
CCc1nc2c(c(=O)[nH]1)C(CC)(CC)Cc1ccccc1-2	4	4	-3	92	10	0.0	-1	4	1.8	-0.7
Cc1ccc(NC(=O)N(Cc2ccc3c(c2)OCO3)Cc2cc3cc4c(cc3[nH]c2=O)OCCO4)cc1	1	2	2	86	-1	0.0	14	-1	-1.4	0.8
COc1ccc(C(=O)NC(=S)Nc2ccc3[nH]c(=O)[nH]c3c2)cc1	-5	-3	-6	95	5	0.1	-2	1	-0.5	-0.3
C[C@H](c1ccccc1)N1C[C@H](COCc2ccccc2)Oc2cc(N3CC[C@H](O)C3)ccc2S1(=O)=O	nt	6	4	95	-3	0.3	nt	nt	nt	-0.7
Cc1cccc(Nc2nn3c(=O)c4ccccc4nc3s2)c1	-1	-1	-4	97	-3	-0.4	-2	-1	4.9	-4.2
CC(C)(C)OC(=O)NNC(=O)NC12CC3CC(CC(C3)C1)C2	3	1	-1	99	-8	0.2	-2	2	0.6	-1.0
CCC(OC(=O)c1ccco1)C(=O)NCc1ccco1 (stereo not drawn)	2	0	-6	96	-6	0.6	-3	1	-2.3	-0.9
O=C(O)c1cccc(NC(=O)c2ccc(Cl)c(S(=O)(=O)N3CCCCCC3)c2)c1	-3	12	1	236	10	0.4	-17	-3	2.3	-2.1
C/C(=N/OC(=O)c1ccc(Cl)cc1Cl)c1oc(C)nc1C	23	9	-1	97	-4	-0.2	-9	1	2.3	1.6
CS(=O)(=O)NCC(c1cccnc1)N1CCN(c2ccccc2F)CC1 (stereo not drawn)	2	-5	-2	99	-4	0.0	1	-1	0.7	0.1
COc1ccc(OC)c(NC(=O)CN2c3cccc4cccc(c34)S2(=O)=O)c1	10	-3	0	96	2	0.1	10	-2	1.2	3.1
CCC(C)(C(=O)NC1CCCC1)N(C(=O)c1ccccn1)c1ccc(C)cc1 (stereo not drawn)	2	0	0	97	-3	0.4	4	0	-2.9	3.8
Oc1cccc(NC(=S)N=Nc2c(O)[nH]c3ccccc23)c1	0	-4	13	86	4	-0.1	23	-2	-1.1	-0.2
CCN(CC(=O)Nc1ccc2c(c1)OCO2)Cc1nc2ccccc2c(=O)[nH]1	-1	2	1	96	4	1.5	9	0	-1.9	2.1
COC(=O)c1cc(Br)c(=O)n(CC(C)C)c1	4	8	-5	106	1	0.0	2	1	1.9	-0.4
Oc1c(CN2CCOCC2)cc(CN2CCOCC2)c(O)c1CN1CCOCC1	8	-3	0	103	55*	0.0	-2	0	-1.6	-1.3
COc1ccc(C(CCN2CCOCC2)c2c(OC)cc(OC)c3ccc(=O)oc23)cc1 (stereo not drawn)	7	-4	1	104	4	1.6	31	0	1.1	0.8
Cc1cccc(COC(=O)C(Cc2ccccc2)NC(N)=O)c1 (stereo not drawn)	1	1	2	98	1	0.0	-3	2	-0.4	-0.4

Arranged by heavy-atom count (smallest number first): part of the list above
SMILES	MC4R antag cAMP	HTR2A ag	Granule exo inh	ABCB6 inh 2	ABHD5 PLIN5 PPI	aDG glyco up	Cardio protect	N-glyco inh	MC4R barr agon	hiPSC survival
O=c1c2ccccc2nc2n1CCC2	-4	0	-1	92	4	-0.3	2	1	0.8	-3.0
CC(=O)NCCCNS(=O)(=O)c1ccc(C)cc1	0	1	1	100	4	-0.3	-2	2	-3.3	1.0
Nc1ccn(C2OC(COP(=O)(O)O)C(O)C2O)c(=O)n1 (stereo not drawn)	2	-4	-4	97	7	-0.1	-1	-3	-1.6	0.8
O=C(N/C(=C\c1cccs1)C(=O)N1CCCCCC1)c1ccccc1	0	-2	7	104	-8	-0.2	1	0	-1.7	-0.8
Cc1ccc(C2(CCNC(C)c3cccs3)CCOC(C(C)C)C2)cc1 (stereo not drawn)	24	4	1	95	10	0.1	-6	-4	0.8	0.5
Cc1cc(NC(=O)c2cccc(S(=O)(=O)N(C)C)c2)n(-c2ccccn2)n1	9	0	-1	98	5	3.6	30	5	0.2	-0.7
COc1ccc(OC)c(NC(=O)CN2c3cccc4cccc(c34)S2(=O)=O)c1	10	-3	0	96	2	0.1	10	-2	1.2	3.1
O=C(O)c1cccc(NC(=O)c2ccc(Cl)c(S(=O)(=O)N3CCCCCC3)c2)c1	-3	12	1	236	10	0.4	-17	-3	2.3	-2.1
O=C(Cc1n[nH]c(=O)c2ccccc12)Nc1cccc(S(=O)(=O)N2CCCCCC2)c1	8	-5	-2	90	7	-0.1	39	-2	-1.8	-0.7
C/C=C\C(=O)Nc1cccc(C2=NOC3(C2)C[C@@H](C(N)=O)N(C(=O)c2ccccc2)C3)c1 (stereo partly drawn)	-4	-2	-1	91	2	0.0	3	5	-1.6	-1.6
CN1C(=O)C(C)(C)c2cc(S(=O)(=O)NCC3CCC(C(=O)NCc4ccccc4)CC3)ccc21 (stereo not drawn)	21	0	2	96	1	0.1	0	-1	0.3	-4.4
C[C@H](c1ccccc1)N1C[C@H](COCc2ccccc2)Oc2cc(N3CC[C@H](O)C3)ccc2S1(=O)=O	nt	6	4	95	-3	0.3	nt	nt	nt	-0.7
